# High-throughput results as filed in PubChem.
# RTF Ca sens inh – cardiac RTF calcium sensitivity inhibitors, primary screen, biochemical, IANBD-TnC fluorescence, EC70 calcium. inhibition, % at 7.15 µM. IANBD-labeled cardiac RTF, Ca2+ fluorescence. 0.12% of 340,000 active. Troponin I, cardiac muscle (Homo sapiens) + Troponin T, cardiac muscle (Homo sapiens) + …. AID 493244, 2011;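 active = inhibition above the mean inhibition of all tested compounds plus 3 SD, cut at about 17% in these data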;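 also: assay run at fixed EC70 calcium of 1.6 mM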
# NSD2 HMT inh – NSD2 histone methyltransferase inhibitors, primary screen, biochemical, AlphaScreen, single concentration, set 2; 0.54% of 310,000 active; Histone-lysine N-methyltransferase NSD2 (Homo sapiens), O96028; inhibition, % at 12.5 µM; NSD2 peptide methylation, 120 min; in the data active = inhibition above about 50%
# LANA DNA inh – inhibitors of KSHV C-LANA binding to DNA, primary screen, biochemical, fluorescence polarization, FAM-LBS DNA, MBP-C-LANA, single point; 0.078% of 340,000 active; inhibition, % at 9 µM; Kaposi's sarcoma herpesvirus LANA C-terminal domain (residues 932-1162) DNA binding;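 active = highest replicate inhibition at or above 60% at 9 µM, even if other replicates fall short; inactive = all replicates below 60% inhibition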;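 also: 0% = neutral control wells and 100% = 4 µM acridine orange control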
# Arrestin-AP2 inh – inhibitors of beta-arrestin/AP2 binding, primary screen, biochemical, GPCR trafficking, flow cytometry. AID 504490, 2011. inhibition, % at 10 µM. 0.31% of 340,000 active. FITC-arrestin peptide / GST-AP2 beads; AP2 beta2 appendage carries R879A mutation;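 active = inhibition above a set limit, near 3 SD of compounds lacking own fluorescence, cut at about 54% in these data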;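 also: plate controls were DMSO wells for no effect and 5 µM unlabelled arrestin peptide for full effect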
#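 System: GST-tagged AP2 beta2-adaptin appendage (R879A) on 4 µm glutathione beads / Reagent: FITC-arrestin peptide, 50 nM / Detection: HyperCyt-sampled flow cytometry, FL1 channel, ex 488/em 535 nm / Timing: 12 min plus 1 h, RT / Buffer or medium: PBS plus Tween 20 (0.05%) and BSA (0.1%)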
# Keap1-Nrf2 PPI – Keap1-Nrf2 protein-protein interaction inhibitors, primary screen, biochemical, fluorescence polarization, single point; inhibition, % at 9.4 µM; Keap1 Kelch-Nrf2 peptide fluorescence polarization, 1536-well; 0.15% of 340,000 active; in the data active = inhibition above about 12%;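 also: human Keap1 Kelch domain with fluorescein labeled Nrf2 9mer peptide probe; 0% = neutral control wells and 100% = peptide positive control; higher means more block of Keap1 binding to Nrf2 peptide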
# V-ATPase pHluor – regulators of yeast V-ATPase proton pumping, primary screen, pHLuorin cytosolic pH fluorescence | S. cerevisiae | response, % at 10 µM | 0.37% of 350,000 active; in the data active = response mostly above about 7.3%, no sharp cut-off; inactive = mostly below about 5.4%; also: actives read high; inactives centre near 0; some compounds called inactive have numbers as strong as hits
# CAL PDZ FP-1 – CAL PDZ peptide-binding inhibitors, primary screen, biochemical, fluorescence polarization, Cer-tagged CAL PDZ, HTS | purified CAL PDZ, TMR-peptide fluorescence polarization, 1 h | AID 504414, 2011 | inhibition, % at 20 µM | 0.02% of 330,000 active;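 active = highest replicate inhibition of at least 40%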;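 also: plate controls were DMSO neutral control wells for no effect and unlabeled competitor peptide control wells for full effect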
#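 Material – purified CerCALP PDZ construct · Detection – FP readout, S and P plane fluorescence · Measure – percent inhibition from loss of millipolarization · Controls – unlabelled peptide for full inhibition, DMSO wells as neutral · Probe or stimulus – TMR-labelled reporter peptide T*-PRC34 bound in PDZ groove · Times – 1 h at RT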
# DSG3 Ab inh – inhibitors of pemphigus antibody binding to DSG3, primary screen, biochemical, bead-based, flow cytometry, scFv-GFP; 0.48% of 310,000 active; AID 588358, 2011; binding (percent of control), % at 10 µM; DSG3-coupled beads, scFv-anti-DSG3-GFP binding; stronger effect = lower value; Desmoglein-3 (Homo sapiens), P32926;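 active = binding more than 3 SD below its plate's average and above zero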;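 also: hits lower antibody fragment binding to DSG3; some compounds called inactive have numbers as strong as hits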
# Target sequence (P32926 whole entry, looked up, the tested form may be a part): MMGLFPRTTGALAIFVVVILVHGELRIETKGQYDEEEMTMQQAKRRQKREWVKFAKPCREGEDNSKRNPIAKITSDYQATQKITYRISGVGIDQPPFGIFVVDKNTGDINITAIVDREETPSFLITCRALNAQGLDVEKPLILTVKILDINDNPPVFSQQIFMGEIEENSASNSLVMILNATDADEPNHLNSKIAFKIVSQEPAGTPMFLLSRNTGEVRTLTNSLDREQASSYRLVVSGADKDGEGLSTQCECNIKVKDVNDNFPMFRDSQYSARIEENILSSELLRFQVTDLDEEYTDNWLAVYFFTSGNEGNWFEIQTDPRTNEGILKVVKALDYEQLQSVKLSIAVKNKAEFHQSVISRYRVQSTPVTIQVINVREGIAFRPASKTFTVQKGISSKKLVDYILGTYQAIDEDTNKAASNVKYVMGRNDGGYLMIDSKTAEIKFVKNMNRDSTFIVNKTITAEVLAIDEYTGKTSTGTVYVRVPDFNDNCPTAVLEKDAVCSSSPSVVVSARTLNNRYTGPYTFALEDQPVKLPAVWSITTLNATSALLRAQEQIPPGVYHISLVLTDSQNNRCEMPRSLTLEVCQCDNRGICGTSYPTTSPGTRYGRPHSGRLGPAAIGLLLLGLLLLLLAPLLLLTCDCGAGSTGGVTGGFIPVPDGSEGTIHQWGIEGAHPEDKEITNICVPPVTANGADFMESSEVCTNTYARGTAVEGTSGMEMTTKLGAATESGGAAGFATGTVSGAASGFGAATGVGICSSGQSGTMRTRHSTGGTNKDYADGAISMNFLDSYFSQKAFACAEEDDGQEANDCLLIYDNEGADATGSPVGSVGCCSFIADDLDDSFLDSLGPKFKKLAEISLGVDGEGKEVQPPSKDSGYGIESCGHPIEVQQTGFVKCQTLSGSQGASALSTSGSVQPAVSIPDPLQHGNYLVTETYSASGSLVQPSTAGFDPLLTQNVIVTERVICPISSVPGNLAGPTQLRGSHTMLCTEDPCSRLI
# CAL PDZ FP-2 – untagged CAL PDZ binding inhibitors, primary screen, biochemical, fluorescence polarization, HTS; Golgi-associated PDZ and coiled-coil motif-containing protein (Homo sapiens), Q9HD26; purified CAL PDZ, TMR-peptide fluorescence polarization, 1 h; inhibition, % at 24.9 µM; 0.92% of 300,000 active; AID 602252, 2012;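 active = mean inhibition of at least 30% with at least half of replicates also reaching 30%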;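 also: 0% = DMSO neutral control and 100% = excess unlabeled competitor peptide PRC23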
# DAGLB inh – DAGLB lipase inhibitors, primary screen, biochemical, fluorescence, HTS; Diacylglycerol lipase-beta (Homo sapiens), Q8NCG7; HEK293T DAGLB membrane lysate, EnzChek fluorogenic substrate; inhibition, % at 5.17 µM; 0.059% of 340,000 active; AID 504411, 2011; in the data active = inhibition above about 34%;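 also: 0% = enzyme with vehicle and 100% = wells lacking enzyme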
# Starred values were filed as active, the others as inactive; nt = not tested or not shown.
1	CCc1cccc(NS(=O)(=O)c2ccc3c(c2)NC(=O)C(C)S3)c1 (stereo not given)
2	COc1ccc(C(=O)COC(=O)CCCN=C2NS(=O)(=O)c3ccccc32)c(OC)c1
3	CC(=O)Oc1ccc2c(=O)c(/C=N/c3cc(=O)[nH]c(=S)[nH]3)coc2c1
4	CCOC(=O)C1=CN(C(C)C)CCC1=O
5	c1ccc(N2CCN(Cc3cn4ccccc4n3)CC2)cc1
6	O=C(CP(=O)(O)CC(=O)c1ccccc1)c1ccccc1
7	CCOC(=O)c1cnc(SCC(=O)c2ccc3c(c2)OCCO3)nc1N
8	C=CCn1c(-c2cc(-c3ccccc3)sc2N)n[nH]c1=S

assay / entry	1	2	3	4	5	6	7	8
RTF Ca sens inh	-2	-12	-13	-4	-18	-2	-10	nt
NSD2 HMT inh	4	0	12	nt	0	-3	-1	nt
LANA DNA inh	0.2	-1.1	0.0	0.6	1.6	1.2	-1.3	-0.2
Arrestin-AP2 inh	14	11	-12	45	26	17	6	11
Keap1-Nrf2 PPI	-11	-3	0	1	-3	-2	-5	-4
V-ATPase pHluor	-1	-4	-3	-2	2	-1	4	0
CAL PDZ FP-1	-2.6	-0.3	-4.5	0.1	-1.4	-1.4	-4.1	-1.1
DSG3 Ab inh	104	107	94	103	104	104	87	96
CAL PDZ FP-2	-5	-2	-4	-4	nt	1	-2	nt
DAGLB inh	1	-2	1	-2	-4	-2	-4	nt

9	Cc1ccc(/C=N/NC(=O)c2ccc(-n3cnnn3)cc2)cc1
10	COc1ccc(CC2(CO)CCN(S(=O)(=O)c3sccc3C)CC2)cc1
11	O=C(Cn1cc([N+](=O)[O-])ccc1=O)NCC(=O)Nc1ccc(F)c(F)c1F
12	CCCC(=O)Nc1nc(-c2ccc(OC)cc2)cs1
13	O=C(CSc1ccc(Br)cc1)N1CCN(S(=O)(=O)c2ccccc2)CC1
14	Cc1cc2c(cc1S(=O)(=O)N1CCN(c3cccc(C(F)(F)F)c3)CC1)OCC(=O)N2
15	CN1CCN(C(=O)c2ccc3c(c2)N(C)C(=O)/C(=C/c2cccc(Cl)c2)S3)CC1
16	CC(C)COc1cc(=O)[nH]c(SCC(C)C)n1

assay / entry	9	10	11	12	13	14	15	16
RTF Ca sens inh	-11	1	8	-6	3	-7	-10	3
NSD2 HMT inh	0	-1	21	0	-1	-2	1	6
LANA DNA inh	-1.2	-0.4	2.0	-0.1	0.8	-1.2	-0.6	0.9
Arrestin-AP2 inh	9	12	36	3	-4	7	32	2
Keap1-Nrf2 PPI	0	-7	-1	-4	1	7	-2	0
V-ATPase pHluor	2	8	3	0	1	1	-1	-4
CAL PDZ FP-1	-1.4	-0.8	0.8	-1.1	-1.1	0.5	-3.1	-1.5
DSG3 Ab inh	101	106	116	103	104	99	89	103
CAL PDZ FP-2	nt	-1	-9	-3	-2	-2	-10	-1
DAGLB inh	-1	-1	0	-1	0	1	2	-12

17	CC(=O)Nc1ccc(C(=O)OCCc2ccccc2)cc1
18	CC(C)n1nnnc1SCC(=O)Nc1ccccc1N1CCOCC1
19	O=c1[nH]n2c(=O)c3c([nH]c2c1N=Nc1ccccc1)CCC3
20	COC(=O)NCc1cccc(CNC(=O)OC)c1
21	O=C(c1cccc([N+](=O)[O-])c1)N1CCN(c2ccccn2)CC1
22	Cc1ccc(S(=O)(=O)Cc2ccc(C(=O)N3CCN(c4ccc(F)cc4)CC3)o2)cc1
23	Oc1ccc(Br)cc1CNn1cnnc1
24	O=C(NCc1ccccc1Cl)c1ccc2nc[nH]c2c1

assay / entry	17	18	19	20	21	22	23	24
RTF Ca sens inh	-5	-1	0	2	1	-5	-1	-3
NSD2 HMT inh	-1	1	28	-1	-3	nt	-2	8
LANA DNA inh	-1.9	0.1	1.2	-0.3	-0.1	-0.9	0.4	2.1
Arrestin-AP2 inh	-5	-2	3	5	3	0	16	-1
Keap1-Nrf2 PPI	-11	-3	2	-3	1	2	-1	-2
V-ATPase pHluor	2	0	1	0	-1	0	4	-1
CAL PDZ FP-1	-4.7	-2.8	-2.1	-1.1	-0.7	-0.9	-1.6	0.3
DSG3 Ab inh	108	96	113	102	109	105	109	91
CAL PDZ FP-2	-3	0	nt	2	-4	-1	-2	-2
DAGLB inh	-1	-3	7	1	0	0	2	-1

# Reprinted at random: 6 records from the list
23	Oc1ccc(Br)cc1CNn1cnnc1
24	O=C(NCc1ccccc1Cl)c1ccc2nc[nH]c2c1
20	COC(=O)NCc1cccc(CNC(=O)OC)c1
21	O=C(c1cccc([N+](=O)[O-])c1)N1CCN(c2ccccn2)CC1
18	CC(C)n1nnnc1SCC(=O)Nc1ccccc1N1CCOCC1
22	Cc1ccc(S(=O)(=O)Cc2ccc(C(=O)N3CCN(c4ccc(F)cc4)CC3)o2)cc1

assay / entry	23	24	20	21	18	22
RTF Ca sens inh	-1	-3	2	1	-1	-5
NSD2 HMT inh	-2	8	-1	-3	1	nt
LANA DNA inh	0.4	2.1	-0.3	-0.1	0.1	-0.9
Arrestin-AP2 inh	16	-1	5	3	-2	0
Keap1-Nrf2 PPI	-1	-2	-3	1	-3	2
V-ATPase pHluor	4	-1	0	-1	0	0
CAL PDZ FP-1	-1.6	0.3	-1.1	-0.7	-2.8	-0.9
DSG3 Ab inh	109	91	102	109	96	105
CAL PDZ FP-2	-2	-2	2	-4	0	-1
DAGLB inh	2	-1	1	0	-3	0

# The listing continues:
25	Cc1ncc(CO)c2cc(S(=O)(=O)c3ccc(F)cc3)c(=O)oc12
26	CCOc1nc(Nc2ccc(OC)c(Cl)c2)nc(OCC)n1
27	CC(C)CC1NC(=O)N(CC(=O)Nc2ccc(OCc3ccccc3)cc2)C1=O (stereo not given)
28	CCc1ccc(NCc2nc3ccccc3c(=O)[nH]2)cc1
29	COC(=O)Cc1ccc(NC(=S)Nc2ccc(N3CCOCC3)cc2)cc1
30	Cc1cccc2c(=O)c(-c3ccc4c(c3)OCO4)c(NC(=O)c3ccco3)oc12
31	Cc1sc2ncn(CC(=O)NCC(=O)N3CCN(c4ccccc4F)CC3)c(=O)c2c1C
32	COc1cccc(/C=C/C(=O)NNC(=O)c2ccccc2)c1OC

assay / entry	25	26	27	28	29	30	31	32
RTF Ca sens inh	-11	-2	-7	-7	6	-1	4	0
NSD2 HMT inh	nt	-1	-2	nt	2	-3	0	0
LANA DNA inh	2.3	-1.2	-1.4	-1.2	-0.5	2.2	0.2	-0.7
Arrestin-AP2 inh	9	1	8	17	8	-9	21	-9
Keap1-Nrf2 PPI	1	-1	-3	-8	-4	1	2	-1
V-ATPase pHluor	-3	0	0	1	4	-2	-4	11
CAL PDZ FP-1	0.3	-1.9	-1.5	-0.7	-1.1	-4.1	-1.8	-0.4
DSG3 Ab inh	nt	104	102	101	111	99	97	96
CAL PDZ FP-2	0	1	-4	-5	nt	-1	-1	-1
DAGLB inh	1	-4	2	0	2	1	-2	-1

33	CCCCC(=O)N1C(C)CCC1C (stereo not given)
34	CN1CC(=O)N(C)c2nc(Br)n(C)c2C1=O
35	C=CCNC(=O)Nc1cc(Cl)ccc1OC
36	Nc1nc(N)c2cc(S(=O)(=O)c3cccc(C(F)(F)F)c3)ccc2n1
37	CC(=O)Nc1ccc(S(=O)(=O)NC2(C(F)(F)F)N=C(c3ccccc3)NC2=O)cc1 (stereo not given)
38	COc1ccc(CCNC(=O)C(=O)NCC2OCCN2S(=O)(=O)c2ccc3c(c2)OCCO3)cc1OC (stereo not given)
39	Cc1ccc(C)c(NC(=O)CCC(=O)N/N=C/c2ccc3c(c2)OCO3)c1
40	NC(=O)CN1C(=O)C(=O)N(Cc2ccc(Cl)cc2)C1=O

assay / entry	33	34	35	36	37	38	39	40
RTF Ca sens inh	nt	-8	-7	nt	0	-5	5	-5
NSD2 HMT inh	-1	-4	0	-2	-3	-1	-1	-5
LANA DNA inh	nt	0.3	-1.3	nt	-1.9	1.4	-0.4	-1.4
Arrestin-AP2 inh	nt	1	-6	nt	2	-23	-5	19
Keap1-Nrf2 PPI	nt	0	-9	nt	1	0	-9	-2
V-ATPase pHluor	0	-1	-1	1	8	-3	1	6
CAL PDZ FP-1	nt	-0.6	-1.8	nt	0.1	-2.6	0.4	-5.9
DSG3 Ab inh	108	100	88	99	106	105	100	95
CAL PDZ FP-2	nt	-1	1	nt	-1	-2	-2	0
DAGLB inh	0	1	-1	-5	-1	-4	1	-2

41	CCCC1=Nc2cc(C(=O)NCCCN3CCOCC3)ccc2Sc2ccccc21
42	CCN(CCO)c1ccc(NC(=S)Nc2cccc(S(=O)(=O)N(C)C)c2)cc1
43	C=C1CCN([C@@H](Cc2ccccc2)C(=O)N2CCOCC2)S(=O)(=O)c2ccccc21
44	N#CCCN(C(=O)COC(=O)CCc1c[nH]c2ccccc12)c1ccc(F)cc1
45	COc1ccc(-n2nnc3c(=O)n(CC(=O)N4CCCCC4)cnc32)cc1
46	O=C(c1ccc(NS(=O)(=O)c2ccc3c(c2)OCCO3)cc1)N1CCCCC1
47	NCCc1nnc(SCc2c(F)cccc2Cl)o1
48	O=c1c2c(nc3cc(-c4ccc(Cl)cc4)[nH]n13)CCS2
49	CCn1cc(C(=O)O)c(=O)c2cc(F)c(N3CCN(C(=O)Nc4ccccc4)CC3)cc21
50	COc1ccc(C(=O)Nc2ccc(NC(=O)c3cccs3)cn2)cc1

assay / entry	41	42	43	44	45	46	47	48	49	50
RTF Ca sens inh	2	4	-5	-7	4	6	-6	-3	0	-9
NSD2 HMT inh	7	14	nt	1	nt	nt	-1	1	1	-4
LANA DNA inh	0.9	-0.1	-1.7	0.9	0.2	0.0	1.7	-1.9	-0.9	1.6
Arrestin-AP2 inh	-2	42	21	-20	-8	-1	-3	-2	-2	11
Keap1-Nrf2 PPI	3	0	-1	-2	-4	-2	-3	-4	-8	2
V-ATPase pHluor	-2	0	1	-2	1	1	1	0	5	2
CAL PDZ FP-1	-3.3	0.1	-0.5	-2.0	-1.1	-0.5	-1.2	-3.3	nt	-0.8
DSG3 Ab inh	95	106	99	103	107	84	107	105	97	nt
CAL PDZ FP-2	-6	0	-5	-3	nt	-2	0	-4	1	9
DAGLB inh	0	0	-4	0	3	-1	-4	4	5	2

# This is a subset (hit frequency here may not be typical).
